GCN5L2 inh: inhibitors of human GCN5L2 histone acetyltransferase. GCN5L2 HAT assay, ThioGlo1 CoA-SH fluorescence. Potency, µM (top dose mostly 58.9 µM), for inactives: top-dose activity change, negative = inhibition, hits mostly inhibitors. 0.21% of 390,000 active
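Titration-based screen in which CoA formation is detected via maleimide probe ThioGlo1 (50uM) turning fluorescent on thiol reaction; substrates H3(1-25) 75uM and acetyl-CoA 70uM, GCN5L2 20nM, 20 min incubation at room temperature.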
FEN1 inh: human FEN1 inhibition | P39748 | Recombinant FEN1 flap cleavage, fluorescence, 15 min | Potency, µM (series often up to 114 µM), inactives show at the top dose activity change, negative = inhibition, actives largely listed as inhibitors | 0.35% of 390,000 active | AID 588795; also: nearly all actives have a fitted effect of over 65% in size
Target sequence (P39748 whole entry, looked up): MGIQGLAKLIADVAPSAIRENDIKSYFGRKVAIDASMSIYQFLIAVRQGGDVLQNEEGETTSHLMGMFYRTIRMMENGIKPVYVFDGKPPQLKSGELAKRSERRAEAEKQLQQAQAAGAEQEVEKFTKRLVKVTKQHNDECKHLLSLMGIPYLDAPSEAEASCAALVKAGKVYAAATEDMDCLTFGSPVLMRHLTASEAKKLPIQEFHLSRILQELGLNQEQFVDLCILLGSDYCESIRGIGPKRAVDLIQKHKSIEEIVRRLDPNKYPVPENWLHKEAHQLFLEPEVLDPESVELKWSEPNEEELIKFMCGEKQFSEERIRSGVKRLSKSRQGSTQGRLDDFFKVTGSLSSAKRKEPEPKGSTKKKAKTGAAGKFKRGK
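Steps: FEN1 (10 nM) dispensed; compound added by pin tool; 15 min at room temperature; substrate added to 50 nM final; reads at 0 min and 15 min; data normalized and fitted (four-parameter Hill).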
N370S GC: N370S glucocerebrosidase modulation, Gaucher chaperone candidate. P04062. N370S GC spleen homogenate, 4MU-glucoside fluorescence. Potency, µM (highest dose often 59.4 µM), without a hit: at the highest dose activity change, negative = inhibition, usual class: inhibitors. 0.092% of 330,000 active. AID 2101;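 also: 0% = full enzyme activity and -100% = no enzyme basal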
* marks the source's active call; other numbers are inactive results; ? = inconclusive; · = no result given; & = joins results of further samples; [ ] = dose if it differs, or a comment. Calls follow the shape of the dose curve; as a rule, active = well fitted curve in the direction sought with a large enough effect; inconclusive = small, poorly fitted or top-dose-only effect, or another doubt; inactive = no such curve, though single readings can be large; an effect the other way counts as inactive or inconclusive. Unless noted, % is scaled to controls: 0 for no effect and ±100 for the full control effect; potency is read from the fitted curve at half-maximal effect. These rows are one share of the data; count on the stated rates, not on these rows.

mol,FEN1 inh,N370S GC,GCN5L2 inh
COc1ccc(/C=C/C(=O)NC(=S)NCC2CCCO2)cc1 (stereo not given),-3%,-5%,-4%
COC(=O)c1cc2occc2n1Cc1c(F)cccc1Cl,·,17%,-3%
COCCCNC(=O)CSc1nc2ccccc2c(=O)n1CCCC(=O)NCC1CCCO1 (stereo not given),7%,-6%,-6%
c1ccc(-c2c(-c3ccccc3)n(Cc3ccco3)c3ncnc(NCCCn4ccnc4)c23)cc1,-14%,?,-9%
CC(C)(C)c1ccc(C(=O)Nc2ccc(S(=O)(=O)Nc3cnc4ccccc4n3)cc2)cc1,-7%,-3%,-1%
CCOC(=O)c1ccccc1NC(=O)CN1CCCN(Cc2cccc(Cl)c2)S1(=O)=O,-9%,·,-15%
COn1c(-c2ccc(Cl)cc2)nc2ccc(Cl)cc21,-19%,?,-5%
COCCn1c(=O)c(-c2ccc(F)cc2)nc2cnc(Oc3ccccc3)nc21,·,4%,-16%
Cc1ccc(C)c(N2CC(=O)N(c3cc(C)ccc3C)CC2=O)c1,-1%,3%,-1%
N/C(=N\OC(=O)COc1ccc([N+](=O)[O-])cc1)c1ccc(Br)cc1,·,1%,-2%
O=C(Cc1ccc([N+](=O)[O-])cc1)NCc1ccccc1Cl,13%,?,-6%
O=C(COC(=O)c1cc(S(=O)(=O)N2CCOCC2)ccc1F)Nc1ccc2c(c1)OCO2,-7%,·,-1%

Among those listed so far, these have a Cl atom:
mol,FEN1 inh,N370S GC,GCN5L2 inh
COC(=O)c1cc2occc2n1Cc1c(F)cccc1Cl,·,17%,-3%
CCOC(=O)c1ccccc1NC(=O)CN1CCCN(Cc2cccc(Cl)c2)S1(=O)=O,-9%,·,-15%
COn1c(-c2ccc(Cl)cc2)nc2ccc(Cl)cc21,-19%,?,-5%
O=C(Cc1ccc([N+](=O)[O-])cc1)NCc1ccccc1Cl,13%,?,-6%

(listing goes on)
mol,FEN1 inh,N370S GC,GCN5L2 inh
CN(CCCC1CCCC1)C(=O)c1cc(COc2c(F)cccc2F)on1,?,-1%,-12%
Cc1cccc(N2CCN(c3ncnc4onc(C)c34)CC2C)c1 (stereo not given),-5%,·,-9%
O=C1CCCN1C(=O)CSc1ccc2ccccc2n1,-1%,·,-5%
COc1cccc(C(=O)NNC(=O)c2sccc2-n2cccc2)c1,-5%,7%,-10%
Cc1ccc(N=C2C(=S)N(c3ccc(C)cc3)C(=N)N2/N=C/c2ccc(Cl)cc2)cc1,11%,2%,-5%
CCOc1ccc(NC(=O)c2ccc(-c3nc(COc4ccccc4)c(C)o3)cc2)cc1,-9%,·,-3%
O=C(CCn1nnc2ccccc21)Nc1nnc(Cc2ccccc2)s1,7%,23%,1%
O=C(c1ccc[nH]1)N1O[C@@H]2C=C[C@H]1C2,-5%,·,34%[activator]
Cc1cc(C)cc(OCC(=O)N(C)CC(=O)Nc2ccc(N3CCOCC3)cc2)c1,-4%,1%,-3%
Fc1ccc(NC(=S)NCc2ccccn2)cc1,-3%,·,-1%
CC(C)(C)C(=O)CSc1ncnc2c1cnn2Cc1ccccc1,0%,-17%,-8%
Cc1cc(C)c2c(-n3cccc3)nn(C)c2n1,-1%,4%,?
O=C(C[n+]1cccc(Br)c1)c1cccs1,1%&11%,1%,-6%
CCCCn1c(N)c(N(CC)C(=O)c2cc3c(s2)CCCCC3)c(=O)[nH]c1=O,2%,-7%,-6%
CCN(CC)S(=O)(=O)c1ccc(N2CCCC2)c(C(=O)OCC(=O)/C(C#N)=C(\C)N)c1,-3%,?,-25%
COc1ccc(CCN2CNc3c(c(=O)n(C)c(=O)n3C)C2)cc1OC,2%,4%,-6%
O=C(/C=C/c1ccccc1)NCCc1nc2ccccc2[nH]1,-2%,-7%,2%
Cn1c(N)c(C(=O)COC(=O)CNC(=O)c2ccccc2Cl)c(=O)n(C)c1=O,21%,·,1%
Cc1cccc2sc(N(CCN(C)C)C(=O)c3ccc4c(c3)OCCO4)nc12,-6%,·,-3%
Cc1c(CN(C)C(=O)c2nn(C)cc2[N+](=O)[O-])cnn1C,-5%,-16%,-2%
Cc1ccnc(N2C(=O)c3ccccc3C2O)c1 (stereo not given),1%,1%,-9%
CCOC(=O)C1(CC)NC(c2ccco2)C2C(=O)N(C)C(=O)C21 (stereo not given),-5%,2%,-3%
COC(=O)CC1Oc2ccc(Cl)cc2-n2cc(-c3ccccc3)nc21 (stereo not given),-1%,·,3%
CNC(=O)NC(=O)COC(=O)CCCOc1ccc(OC)cc1,-12%,8%,2%
COC(=O)c1sccc1NC(=S)N1CC(C)CC(C)C1 (stereo not given),-18%,11%[12.8 µM],-6%
CCOc1ccc(NC(=O)COC(=O)c2cc([N+](=O)[O-])ccc2N2CCOCC2)cc1,0%,-7%,-12%
CCOC(=O)c1ccc(N=c2sc(C(=O)OC)cc(=O)n2Cc2ccc3c(c2)OCO3)cc1,15%,5%,-17%
CN(CC(=O)Nc1ccccc1C(F)(F)F)C(=O)CCc1nc2sc3c(c2c(=O)[nH]1)CCCC3,-8%,-2%,-12%
CNC(=O)c1ccc(NC(=O)CC23CC4CC(CC(C4)C2)C3)cc1,-1%,4%,-3%
NCC1O[C@H](O[C@@H]2C(O)[C@H](O[C@H]3OC(CO)C(O)C(N)C3O)[C@@H](N)C[C@H]2N)[C@@H](N)CC1O (stereo not given in full),·,4%,18%
CCC(C(=O)NC1CCCCC1)N(CC1CCCO1)C(=O)CNS(=O)(=O)c1ccc(OC)cc1 (stereo not given),6%,3%,-3%
COc1ccc(CCC(=O)Nc2cc(Cl)ccc2OC)cc1,-9%,16%,-6%
COc1ccc(NC(=O)COC(=O)CNC(=O)c2cc(OC)c(OC)c(OC)c2)cc1,-3%,19%,2%
CCOc1ccc(N(CC)C(=O)CCS(=O)(=O)c2cccc3nonc23)cc1,6%,-9%,-1%
Nc1cc(N)nc(SCC(=O)N2CCN(S(=O)(=O)c3ccccc3)CC2)n1,-14%,-5%,3%
Cc1cc(C)cc(NC(=O)CCc2c(C)nn(-c3ccc(N4CCCCC4)nn3)c2C)c1,-1%,5%,-14%
CCOc1ccc(Nc2cc(=O)oc3ccccc23)cc1,-1%,10%,-3%
COc1ccc(-c2nnn(-c3cc(Cl)cc(Cl)c3)c2N)cc1,5%,2%,-1%
O=c1c(O)c(-c2cc(O)c(O)c(O)c2)oc2cc(O)cc(O)c12,1.4µM*,?,-28%
COc1cc(O)c(C(CC(=O)N2CCCCC2)c2ccc3c(c2)OCO3)c(OC)c1 (stereo not given),-1%&12%,-2%&-4%,-3%
CCN(CC(=O)NCc1cccs1)S(=O)(=O)c1ccc(C(C)C)cc1,-1%,6%,21%
Cc1noc(C)c1C(=O)OC(C)C(=O)N(C)c1ccccc1 (stereo not given),20%,·,-8%
COCCCn1c(SCC(=O)N(C)C)nnc1-c1ccccc1,-12%,8%,-1%
CCOc1ccc(S(=O)(=O)Nc2nc3ccccc3nc2-n2ccc(=NC(=O)c3cccs3)cc2)cc1,-12%,-3%,?
Cc1ccc([N+](=O)[O-])c2c1C(N1CC(C)OC(C)C1)C(C)(C)O2 (stereo not given),-7%,-8%,2%
O=C(NC1C(=O)NNC1c1ccccc1)c1ccccc1 (stereo not given),16%,9%,-6%
Cn1c(=O)c2cc(C(=O)Nc3cccc(C#N)c3)sc2c2ccccc21,26%,·,-1%
CSCCC(NC(=O)c1ccc(Cl)cc1Cl)C(=O)OC(C)C(=O)NCc1ccco1 (stereo not given),5%,-9%,-4%
Cc1nc(C)c(C(=O)Nc2cccc(F)c2)s1,-2%,-12%,-6%
O=C(CNC1CCCCCC1)Nc1ccccc1N1CCCCC1,-21%,4%[12.8 µM],-6%
C#CCNC(=O)C1=C[C@H](c2csc3ccccc23)C[C@H](OCCCCO)O1,14%,8%,1%
Cc1ccc(CNS(=O)(=O)c2cn(C)cn2)cc1,4%,9%,-27%
Cc1cc(C)c2c(=O)[nH]c(SCC(=O)N3CCCCC3)nc2n1,1%,3%,-5%
Cc1cccc(NC(=O)Cn2cccc2)c1,5%,1%,-4%
S=C(Nc1ccccc1)c1nc2ccccc2s1,-20%,1%,0%
COc1ccc2cnn(Cc3ccccc3)c(=O)c2c1OC,9%,4%,2%
C=CCOc1ccc(/C=N/NC(=O)c2c(C)nc3ccc(Cl)cn23)cc1,-1%,-15%,-8%
O=S(CC1CC1(Cl)Cl)CC1CC1(Cl)Cl (stereo not given),-2%,9%,7%
CCOCCCNCc1ccc(OCc2ccccc2C)c(OC)c1,13%,10%,-16%
O=C(NCCc1ccc(Cl)cc1)c1ccc2c(c1)N(Cc1ccc(F)cc1)C(=O)CS2,7%,·,-14%

Next section
mol,FEN1 inh,N370S GC,GCN5L2 inh
Cn1c(CNc2ccc(Cl)cc2)nnc1SCC#N,-6%,-3%,4%
O=[N+]([O-])c1ccc2nnn(O)c2c1,-2%,6%,-3%
COC(=O)c1ccc(NC(=O)CN(C)S(=O)(=O)c2ccc(OC)c(C)c2)cc1,-19%,4%,-3%
CC(C)OCCCn1c(SCC(=O)Nc2ccc(F)cc2)nc2c(sc3ccccc32)c1=O,0%,·,-10%
Cc1ccn2c(CNC(C)c3cn(C)nc3C)c(C(=O)N3CCCCCC3)nc2c1 (stereo not given),-4%,3%,-11%
O=C(CN1CCN(Cc2ccccc2)CC1)NCc1ccc(Cl)cc1,-4%,-5%,-5%
Cc1ccnc(N/N=C/c2ccccc2)n1,4%,0%,27%
COc1cc(-c2noc(C3CCCN(C(=O)c4c(F)cccc4F)C3)n2)cc(OC)c1OC (stereo not given),-1%,-4%,-15%
Cn1c(NCCN)nc2c1c(=O)n(Cc1ccccc1)c(=O)n2C,-8%,·,-12%
CNS(=O)(=O)c1cccc(C(=O)OC2CCCCC2=O)c1 (stereo not given),0%,16%,-20%
O=C(COc1ccc(-c2nnco2)cc1)Nc1c(F)cccc1F,14%,-2%,1%
Cc1cc(C)n(-c2nc3ccccc3nc2N2CCN(C(=O)c3ccccc3)CC2)n1,-2%,10%,1%

3 entries drawn at random from the list so far:
mol,FEN1 inh,N370S GC,GCN5L2 inh
CSCCC(NC(=O)c1ccc(Cl)cc1Cl)C(=O)OC(C)C(=O)NCc1ccco1 (stereo not given),5%,-9%,-4%
Cc1cc(C)c2c(-n3cccc3)nn(C)c2n1,-1%,4%,?
O=C(c1ccc[nH]1)N1O[C@@H]2C=C[C@H]1C2,-5%,·,34%[activator]

(further entries)
mol,FEN1 inh,N370S GC,GCN5L2 inh
COc1ccc(C(=O)Nc2ccncc2)cc1OC,8%,-1%,-6%
CCN1C(=O)/C(=C/c2cccs2)N(C)C1=S,-14%,24%,-9%
O=c1c(-c2ccc(Cl)cc2)nc2cncnc2n1Cc1ccccc1Cl,·,5%,-19%
CC(C)N(C(=O)NC(=O)Nc1ccc(S(=O)(=O)N2CCCC2)cc1)S(C)(=O)=O,2%,1%,-8%
CC(=O)Oc1ccc(/C=N/NC(=O)CCSc2ccccc2)cc1,0%,-11%,5%
COc1ccc(Br)cc1CNC(=O)c1ccc(-n2c(C)cc3c2CCC(C)C3)cc1 (stereo not given),15%,·,-10%
COc1ccc(C(=O)COC(=O)C(CCSC)NS(=O)(=O)c2ccc(Cl)cc2)cc1 (stereo not given),-12%,6%,-8%
O=C(c1ccccc1)c1ccc(OCC(O)CN2CCCCC2)cc1 (stereo not given),8%,0%,-15%
FC(F)(F)c1ccccc1N/N=C/c1cccnc1,12%,4%,-7%
C=C(C)C1COc2cc3oc(=O)ccc3cc2O1 (stereo not given),·,10%,-18%
S=c1[nH]nc(Cc2sc(-c3ccccc3)nc2-c2ccccc2)o1,0%,13%,-1%
CC1Cc2ccccc2N1C(=O)Cn1cc([N+](=O)[O-])cn1 (stereo not given),-2%,-4%,-18%
COc1ccc(-c2nc(CSCC(=O)NC3CCCc4ccccc43)c(C)o2)cc1OC (stereo not given),-7%,7%,?
CC(=O)c1sc(-c2ccc(Cl)cc2)nc1C,-1%,3%,-1%
Clc1ccc(-c2cnc3n2CCCCC3)cc1,15%,-2%,-1%
CCOc1ccc(-n2cc(-c3ccccc3)c3c(NC4CCCCC4)ncnc32)cc1,-2%,·,-16%
O=[N+]([O-])c1cc2c(cc1CN1CCN(CCOCCO)CC1)OCO2,?,4%,-5%
COc1cc(NC(=S)Nc2ccccn2)cc(OC)c1OC,-6%,-11%,-2%
COc1ccc(C(c2c(C)n(C)n(-c3ccccc3)c2=O)c2c(C)n(C)n(-c3ccccc3)c2=O)cc1OC,20%,-3%,-15%
CCS(=O)(=O)c1ccc(O)c(NC(=O)c2cc(OC)c(OC)c(OC)c2)c1,4%,-2%,1%

From PubChem BioAssay
